# MT1-MMP act inh: blocks activation of human MT1-MMP | GFP/RFP ratio change, % at 20 µM | HT1080 RFP-PRO-GFP cells, GFP/RFP ratio fluorescence, overnight; percent of plate control window, DMSO zero | 360,000 tested, 0.061% active;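 active means GFP/RFP ratio change of at least 30% with cell ATP level not reduced by more than half and red fluorescence within 50% of control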; further: strong numbers were not always called active
#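 Material – HT1080 RFP-PRO-GFP cells · Control set – DMSO wells and RFP-L50D-GFP cells · Incubation – overnight cell settling, then overnight compound exposure, 37 °C, 5% CO2 · Compound dosing – single-point 20 µM compound, 1% DMSO · Read-out – GFP/RFP fluorescence ratio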
# SUMO1 PPI mod: modulators of human SUMO1-mediated protein-protein interactions; P63165; SUMO1 binding to a labelled peptide, TR-FRET, 1 h; inhibition, % at 20 µM; 360,000 tested, 0.33% active; AID 602429; in the data active means inhibition above about 37%
# Target sequence (P63165 whole entry, looked up): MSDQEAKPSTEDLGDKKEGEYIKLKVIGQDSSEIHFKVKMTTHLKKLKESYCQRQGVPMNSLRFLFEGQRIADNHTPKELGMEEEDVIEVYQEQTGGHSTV
# SKN-1 block: blocks SKN-1 activity in C. elegans; C. elegans VP596 Pgst-4::GFP/RFP ratio, acrylamide-induced, 24 h; inhibition, % at 21.8 µM; 360,000 tested, 0.49% active; AID 624304;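 active means interference check ratio from 0.5 to 1.5 plus GFP to RFP signal ratio inhibition reaching or exceeding a fixed threshold, cut at about 30% in these data, passing the limit was not always enough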; further: some compounds called inactive have numbers as strong as hits
# NRP1-CendR mod: alters CendR peptide binding to human NRP-1; FAM-RPARPAR peptide binding to NRP-1, fluorescence polarization; 360,000 tested, 0.85% active; inhibition, % at 25 µM; O14786;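 active means inhibition or corrected inhibition above about 18%, plus a signal ratio from 0.5 to 1.5, limit read from the data, passing the limit was not always enough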; further: strong numbers were not always called active
# DNMT1 block: DNMT1 (human) enzyme inhibition | P26358 | DNMT1 molecular beacon, Hinp1I cleavage, fluorescence | inhibition (reported as % activation of signal), % at 10 µM | 360,000 tested, 0.83% active | AID 588458; in the data active means inhibition above about 50%
# Rpn11 block: inhibitors of human proteasome Rpn11; O00487; human 26S proteasome, Ub4-pepOG fluorescence polarization; 20S core pre-blocked with epoxomicin; calls only at 20 µM; 360,000 tested, 0.59% active;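 active means inhibition at 20 µM, scaled to each plate's controls, above about 33%, limit read from the data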
# Scp1 inh: Scp-1 (human) phosphatase inhibition; Recombinant Scp1, phosphopeptide, malachite green phosphate absorbance; Q9GZU7; 340,000 tested, 0.88% active; inhibition, % at 20 µM;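 active means inhibition above about 50% at 20 µM, limit read from the data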;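 further: plate controls were DMSO wells with enzyme for no effect and wells lacking enzyme for full effect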
# Target sequence (Q9GZU7 76-261 limits assumed): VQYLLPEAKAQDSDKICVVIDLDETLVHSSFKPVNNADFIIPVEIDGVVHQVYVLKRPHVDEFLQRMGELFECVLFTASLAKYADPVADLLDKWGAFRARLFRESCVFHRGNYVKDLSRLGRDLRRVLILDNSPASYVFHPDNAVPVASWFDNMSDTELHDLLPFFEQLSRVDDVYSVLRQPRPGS
#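 Times: enzyme reaction 45 min at room temperature, colour 5 min, stabilisation 30 min. Material: SCP-1 catalytic fragment, aa 76-261. Medium: Acidic Tris acetate buffer with magnesium and detergent. Signal: colorimetric free-phosphate detection, absorbance 630 nm. Read-out basis: % inhibition of SCP-1 phosphate liberation. Reagent: Phosphorylated 17-residue peptide substrate.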
# NadD inh: inhibitors of Staphylococcus aureus NadD | inhibition, % at 20 µM | 360,000 tested, 0.78% active | purified NadD enzyme, colorimetric absorbance read-out; in the data active means inhibition above about 26%; further: some compounds past the cut are filed as inactive
# LMPTP inh: LMPTP (human) inhibition | recombinant LMPTP-A, OMFP fluorogenic substrate, fluorescence intensity | inhibition, % at 20 µM | P24666 | 360,000 tested, 0.22% active;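 active means compounds that cut the enzyme signal by at least half of the control window in the single-dose screen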;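 further: plate controls were DMSO wells with enzyme plus substrate for no effect and substrate without enzyme for full effect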
# Target sequence (P24666 whole entry, looked up): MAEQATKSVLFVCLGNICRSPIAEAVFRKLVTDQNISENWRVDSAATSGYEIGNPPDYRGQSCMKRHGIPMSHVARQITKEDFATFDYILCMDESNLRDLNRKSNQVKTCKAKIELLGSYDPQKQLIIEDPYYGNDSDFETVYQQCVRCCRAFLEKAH
#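 material = LMPTP-A | quantity = 0.625 nM enzyme | reagent = OMFP substrate, 400 µM final | buffer or medium = Bis-Tris pH 6.0, DTT, detergent | detection = endpoint fluorescence intensity from OMFP dephosphorylation | dosing = single 20 µM dose | read-out basis = % inhibition relative to no-enzyme and uninhibited control wells | control set = no-enzyme and uninhibited controls | timing = 50 min at room temperature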
# STEP block: STEP (human) phosphatase inhibition. recombinant STEP, OMFP fluorogenic substrate, fluorescence. inhibition, % at 20 µM. 360,000 tested, 0.25% active. P54829. AID 588621;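 active means inhibition at 20 µM, scaled per plate between control wells, above about 37%, limit read from the data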;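 further: 0% = DMSO with enzyme and substrate and 100% = substrate only without enzyme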
# Target sequence (P54829 whole entry, looked up): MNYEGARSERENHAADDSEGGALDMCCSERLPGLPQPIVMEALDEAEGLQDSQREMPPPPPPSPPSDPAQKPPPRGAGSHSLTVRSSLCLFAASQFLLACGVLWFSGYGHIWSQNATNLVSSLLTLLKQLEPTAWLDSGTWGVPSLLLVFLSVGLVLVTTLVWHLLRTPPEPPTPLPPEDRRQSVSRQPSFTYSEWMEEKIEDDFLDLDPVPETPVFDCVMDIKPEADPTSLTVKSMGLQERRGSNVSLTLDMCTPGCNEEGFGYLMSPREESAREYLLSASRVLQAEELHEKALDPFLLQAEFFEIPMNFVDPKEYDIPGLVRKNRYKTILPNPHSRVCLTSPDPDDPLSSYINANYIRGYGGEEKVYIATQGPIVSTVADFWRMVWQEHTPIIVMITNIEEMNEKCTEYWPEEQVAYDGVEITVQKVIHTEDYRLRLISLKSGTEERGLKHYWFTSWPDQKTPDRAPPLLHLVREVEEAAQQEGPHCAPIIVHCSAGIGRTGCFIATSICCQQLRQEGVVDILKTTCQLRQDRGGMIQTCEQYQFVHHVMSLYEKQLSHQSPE
#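 Material: STEP (striatal-enriched tyrosine phosphatase) enzyme, cell-free; Compound dosing: 20 µM single dose in 1% DMSO; Technique: fluorescence read at 480 nm ex / 540 nm em; Times: reaction 20 min, ambient temperature; Medium: 50 mM Bis-Tris pH 6.0 with 2.5 mM DTT and 0.005% Tween 20; Also added: OMFP at 25 µM.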
# * marks the source's active call; other numbers are inactive results; i = inactive; x = not tested or not shown.
nr	Rpn11 block	LMPTP inh	Scp1 inh	SUMO1 PPI mod	MT1-MMP act inh	STEP block	DNMT1 block	NadD inh	SKN-1 block	NRP1-CendR mod	Structure
1	i	-1.3	-1	3	-2	8	4	-7	-9	-4	CCCN1Cc2cccc(C(=O)NCc3ccccc3OC)c2C1=O
2	i	-1.4	1	0	4	-3	2	-2	-5	14	Cc1ccc(C(=O)NC2CCS(=O)(=O)C2)cc1S(=O)(=O)N1CCCCCC1 (stereo not given)
3	i	-1.3	-5	-8	-1	-1	-2	-3	1	0	CN(C)c1ccc(/C=[N+](\[O-])C2N(c3ccccc3)C(=S)SC2(C)C)cc1 (stereo not given)
4	i	1.8	-5	2	4	0	-1	5	4	2	Cc1cc(C(=O)NC2CCCc3c2cnn3-c2ccc(C(C)(C)C)cc2)nn1C (stereo not given)
5	i	1.3	-13	3	0	2	-11	-9	-11	2	Cc1cc(Cl)ccc1OCCCC(=O)OCC(=O)Nc1cccc(S(N)(=O)=O)c1
6	i	55*	29	-9	6	4	4	15	0	-4	O=c1cc(CN2CCN(Cc3ccccc3)CC2)c2ccc(O)c(O)c2o1
7	i	-0.9	x	1	4	-1	3	-8	2	-6	O=C(NCc1ccc(F)cc1)c1cc(C2CCCCN2C(=O)c2ccccc2)on1 (stereo not given)
8	i	-0.1	-5	2	3	1	-12	-1	-1	-13	C=CCn1c(COc2ccc(Cl)cc2)nnc1SCC(=O)Nc1ccc(S(N)(=O)=O)cc1
9	i	-0.7	-9	-2	-3	0	-1	4	9	-9	O=C(O)CCCC(=O)N1CCN(c2nc(-c3ccccc3)c3ccccc3n2)CC1
10	i	0.5	3	2	-1	1	-3	-5	0	3	O=C(Cc1ccc(-c2ccccc2)cc1)OCC(=O)N1CCCC1=O
11	i	0.2	-7	-6	-2	-4	3	-4	-5	2	CS(=O)(=O)c1nc(S(=O)(=O)c2ccc(Cl)cc2)c(N2CCC(O)CC2)s1
12	i	3.0	-11	2	3	-1	7	1	2	8	Cc1cc(C)c(C2=CC(=O)C[C@H](c3ccc4c(c3)OCO4)C2)c(C)c1
13	i	0.0	-27	-1	2	1	0	0	4	-4	O=C(NC1CCCc2ccccc21)C1CCN(S(=O)(=O)c2ccccc2)CC1 (stereo not given)
14	i	4.8	-4	-2	-4	4	-7	4	9	-32	O=c1[nH]c2cc3c(cc2cc1C(c1nnnn1Cc1ccccc1)N1CCN2CCCC2C1)OCCO3 (stereo not given)
15	i	-1.1	1	-4	-1	-3	3	0	-10	-14	O=C(/C=C/c1ccco1)NCC1CCCO1 (stereo not given)
16	i	0.7	-1	1	3	-3	-22	1	1	-27	COc1ccc2[nH]c3c(c2c1)CCN1C(=O)N([C@@H](C)C(=O)NC2CCN(Cc4ccccc4)CC2)C(=O)[C@]31C
17	i	-0.9	-5	-8	-2	3	3	3	-4	6	CC(=O)c1cccc(OC(=O)C2=CC=CN3CCS(=O)(=O)N=C23)c1
18	i	2.4	-5	-1	-8	2	-1	2	10	3	c1cnc2ccc(C(c3nnnn3C3CCCCC3)N3CCN4CCCC4C3)cc2c1 (stereo not given)
19	i	0.5	-15	-28	-1	1	-4	-3	39*	15	Cc1nccc(-c2sc(-c3cccs3)nc2C)n1
20	i	1.3	-5	0	1	-2	13	-6	9	10	CCCCNC(=O)c1onc(CSc2ccc(F)cc2)c1C(=O)NCCCC

# Next part (2 carried over from the part before).
nr	Rpn11 block	LMPTP inh	Scp1 inh	SUMO1 PPI mod	MT1-MMP act inh	STEP block	DNMT1 block	NadD inh	SKN-1 block	NRP1-CendR mod	Structure
19	i	0.5	-15	-28	-1	1	-4	-3	39*	15	Cc1nccc(-c2sc(-c3cccs3)nc2C)n1
20	i	1.3	-5	0	1	-2	13	-6	9	10	CCCCNC(=O)c1onc(CSc2ccc(F)cc2)c1C(=O)NCCCC
21	i	0.3	-4	-9	0	0	-14	3	3	4	Nc1nc(-c2cccc(Br)c2)cs1
22	i	0.8	1	-8	-3	0	-8	4	0	-7	O=C(NCc1ccco1)c1cnn2c(C(F)(F)F)cc(-c3cccs3)nc12
23	i	0.1	0	0	8	1	1	-4	-2	-1	Cc1ccc(S(=O)(=O)N2CCOCC2)cc1NC(=O)COC(=O)Cc1cccs1
24	i	1.2	-3	1	-3	0	-1	-1	-4	2	COC(=O)c1nc(-c2ccc(C)cc2)oc1N(C)C
25	i	-0.7	-7	-1	0	2	0	1	4	4	NS(=O)(=O)c1cccc(NC(=O)CC2(CC(=O)O)CCCC2)c1
26	i	0.1	0	-5	-3	1	3	-5	-4	-9	CC1CCc2nn(CC(=O)Nc3ccc(F)cc3F)cc2C1 (stereo not given)
27	i	2.8	1	-8	-2	0	-14	10	5	-2	Cc1nc(N2N=C(c3ccc(Cl)cc3)CC2c2ccco2)sc1C(=O)N(C)C (stereo not given)
28	i	0.1	-12	-18	1	-3	2	-5	0	8	COc1cc([N+](=O)[O-])c(N2CCOCC2)c([N+](=O)[O-])c1OC
29	i	-1.2	-1	2	2	7	-2	-6	25	0	CCCn1c(SCC(=O)Nc2cc(Cl)ccc2Cl)n[nH]c1=O
30	i	-0.6	-5	-4	2	2	-1	-2	5	7	CN(C)CCOCCOc1ccc(Cl)cc1Br
31	i	-1.4	-6	-4	-3	-2	3	-1	7	-11	CC1(C)OCC(C2CC(c3ccccc3)NS(=O)(=O)O2)O1 (stereo not given)
32	i	12	45	-36	x	4	-4	25	0	6	Nc1[nH]n2c(=O)cc(-c3ccccc3)nc2c1N=Nc1ccc(S(N)(=O)=O)cc1
33	i	-0.5	1	4	3	-2	2	-1	-4	0	Cc1c(-c2cc(C(=O)O)c3ccccc3n2)cnn1C
34	i	-0.6	0	4	0	2	4	0	2	3	CCCCN1C(=S)NC[C@@H]1Cc1ccc(O)cc1
35	i	0.0	-4	0	-4	-2	1	-3	17	7	CCOCCCNC(=O)CN1C(=O)COc2ccc(S(=O)(=O)N3CC(C)CC(C)C3)cc21 (stereo not given)
36	i	-0.3	-11	-2	5	-1	1	-4	13	-2	CCn1nnc(-c2ccccc2NS(=O)(=O)c2ccc(C(=O)OC)cc2)n1
37	i	-0.9	-11	8	0	1	0	2	12	5	CC(C)n1nc(C(=O)NCCCN2CCCC2=O)c2ccccc2c1=O
38	i	21	-3	3	0	2	60*	35*	12	-6	COc1ccccc1C(=O)Nc1ccc2c(c1)nc1n2CCN(C2CCCCC2)C1
39	i	-0.4	-4	1	-2	-1	0	-4	-9	-1	CCOc1ccccc1C(=O)N1CCN=C1SC
40	i	1.6	-9	5	-3	4	3	-3	-6	-2	CC(C)(C)N(Cc1ccccc1)C(=O)c1cc2ccccc2o1

# Sorted by count of non-hydrogen atoms (high to low): some entries from above
nr	Rpn11 block	LMPTP inh	Scp1 inh	SUMO1 PPI mod	MT1-MMP act inh	STEP block	DNMT1 block	NadD inh	SKN-1 block	NRP1-CendR mod	Structure
32	i	12	45	-36	x	4	-4	25	0	6	Nc1[nH]n2c(=O)cc(-c3ccccc3)nc2c1N=Nc1ccc(S(N)(=O)=O)cc1
22	i	0.8	1	-8	-3	0	-8	4	0	-7	O=C(NCc1ccco1)c1cnn2c(C(F)(F)F)cc(-c3cccs3)nc12
25	i	-0.7	-7	-1	0	2	0	1	4	4	NS(=O)(=O)c1cccc(NC(=O)CC2(CC(=O)O)CCCC2)c1
26	i	0.1	0	-5	-3	1	3	-5	-4	-9	CC1CCc2nn(CC(=O)Nc3ccc(F)cc3F)cc2C1 (stereo not given)
24	i	1.2	-3	1	-3	0	-1	-1	-4	2	COC(=O)c1nc(-c2ccc(C)cc2)oc1N(C)C
30	i	-0.6	-5	-4	2	2	-1	-2	5	7	CN(C)CCOCCOc1ccc(Cl)cc1Br

# Random excerpt: four entries already listed.
nr	Rpn11 block	LMPTP inh	Scp1 inh	SUMO1 PPI mod	MT1-MMP act inh	STEP block	DNMT1 block	NadD inh	SKN-1 block	NRP1-CendR mod	Structure
22	i	0.8	1	-8	-3	0	-8	4	0	-7	O=C(NCc1ccco1)c1cnn2c(C(F)(F)F)cc(-c3cccs3)nc12
28	i	0.1	-12	-18	1	-3	2	-5	0	8	COc1cc([N+](=O)[O-])c(N2CCOCC2)c([N+](=O)[O-])c1OC
35	i	0.0	-4	0	-4	-2	1	-3	17	7	CCOCCCNC(=O)CN1C(=O)COc2ccc(S(=O)(=O)N3CC(C)CC(C)C3)cc21 (stereo not given)
32	i	12	45	-36	x	4	-4	25	0	6	Nc1[nH]n2c(=O)cc(-c3ccccc3)nc2c1N=Nc1ccc(S(N)(=O)=O)cc1

# Next part
nr	Rpn11 block	LMPTP inh	Scp1 inh	SUMO1 PPI mod	MT1-MMP act inh	STEP block	DNMT1 block	NadD inh	SKN-1 block	NRP1-CendR mod	Structure
41	i	-3.3	-9	-2	5	0	9	-6	7	16	CCCNC(=O)C1(CC2CC(c3ccccc3)=NO2)CCNCC1 (stereo not given)
42	i	-2.0	-5	0	-4	-1	1	1	11	8	CSc1nc(O)c(C(c2ccccc2)c2c(O)nc(SC)[nH]c2=O)c(=O)[nH]1
43	x	-1.1	x	-2	-3	x	x	x	-28	-5	COc1ccc(N2CCN(C(=O)C(=O)c3cc(OC)c(OC)c(OC)c3)CC2)cc1
44	i	-2.4	-1	2	1	-1	1	0	3	-1	Cc1ccccc1NC(=O)CCN1C(=O)c2ccccc2C1=O
45	i	3.5	x	6	-5	0	0	4	32	-30	Cc1ccc2nc(-c3ccccc3)c(Cc3ccccc3C(F)(F)F)n2c1
46	i	-1.1	-2	2	2	0	27	2	1	3	CCCCCn1c(SCC(=O)c2ccccc2)nc2cc(C(=O)NCc3ccco3)ccc2c1=O
47	i	-0.7	-7	-1	4	1	0	-1	-6	-4	O=C(Nc1ccc(F)cc1)c1ccc(Cn2cnnn2)cc1
48	i	-1.4	-7	-1	4	-4	-2	-2	2	-7	Cc1c(NC(=O)c2ccccc2N)cccc1C(=O)O
49	i	-2.5	11	7	-3	-4	7	-2	-10	-4	CC(=O)C1=C(c2ccccc2)NC(=O)NC1c1ccc2c(c1)OCO2 (stereo not given)
50	i	-0.7	-3	-4	1	2	1	-6	2	-10	Cc1c(C(=O)Nc2c(F)cccc2F)sc2ncn(CC(=O)N3CCCCC3)c(=O)c12
51	i	6.6	9	-13	24	5	45	36*	14	-9	NS(=O)(=O)c1ccc(N/N=C/c2cn(-c3ccccc3)nc2-c2cccs2)c([N+](=O)[O-])c1
52	i	-0.1	0	1	-3	-1	-1	2	2	4	COCCn1c(SCC(=O)Nc2cccc(NC(C)=O)c2)nc2c([nH]c3ccccc32)c1=O
53	i	-1.5	-12	-2	-4	0	-1	-7	-5	-3	COc1ccc(Nc2nc(C)cc(=O)[nH]2)cc1
